# Screening results deposited in PubChem by several laboratories.
# CYP2C9 activ: human CYP2C9 activators, primary screen, biochemical, luminescence; hit rate 1.4% among 96,000; activation factor at 5 µM; AID 1024, 2008; Cytochrome P450 2C9 (Homo sapiens), P11712; recombinant CYP2C9, luciferin-H conversion; active compounds read high; factor 1 = untreated enzyme, 0 = blocked;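 active means activation factor of 2 or more for CYP2C9 at a 5 µM dose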;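 further: 0 = sulfaphenazole-blocked wells and 1 = vehicle-only wells; values of inactives mirror those of a sister screen read the other way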
# LYP inh 2: PTPN22 phosphatase inhibitors, primary screen, biochemical, DiFMUP fluorescence, 2 µM | Tyrosine-protein phosphatase non-receptor type 22 (Homo sapiens), Q9Y2R2 | recombinant LYP catalytic domain | inhibition, % at 2 µM | hit rate 0.21% among 96,000 | AID 640, 2007;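 active means inhibition at 2 µM at or above a set limit, the screen mean plus 3 SD, cut at about 24% in these data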;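 further: 0% = DMSO with enzyme and 100% = enzyme fully blocked by orthovanadate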
# Target sequence (Q9Y2R2 whole entry, looked up, the tested form may be a part): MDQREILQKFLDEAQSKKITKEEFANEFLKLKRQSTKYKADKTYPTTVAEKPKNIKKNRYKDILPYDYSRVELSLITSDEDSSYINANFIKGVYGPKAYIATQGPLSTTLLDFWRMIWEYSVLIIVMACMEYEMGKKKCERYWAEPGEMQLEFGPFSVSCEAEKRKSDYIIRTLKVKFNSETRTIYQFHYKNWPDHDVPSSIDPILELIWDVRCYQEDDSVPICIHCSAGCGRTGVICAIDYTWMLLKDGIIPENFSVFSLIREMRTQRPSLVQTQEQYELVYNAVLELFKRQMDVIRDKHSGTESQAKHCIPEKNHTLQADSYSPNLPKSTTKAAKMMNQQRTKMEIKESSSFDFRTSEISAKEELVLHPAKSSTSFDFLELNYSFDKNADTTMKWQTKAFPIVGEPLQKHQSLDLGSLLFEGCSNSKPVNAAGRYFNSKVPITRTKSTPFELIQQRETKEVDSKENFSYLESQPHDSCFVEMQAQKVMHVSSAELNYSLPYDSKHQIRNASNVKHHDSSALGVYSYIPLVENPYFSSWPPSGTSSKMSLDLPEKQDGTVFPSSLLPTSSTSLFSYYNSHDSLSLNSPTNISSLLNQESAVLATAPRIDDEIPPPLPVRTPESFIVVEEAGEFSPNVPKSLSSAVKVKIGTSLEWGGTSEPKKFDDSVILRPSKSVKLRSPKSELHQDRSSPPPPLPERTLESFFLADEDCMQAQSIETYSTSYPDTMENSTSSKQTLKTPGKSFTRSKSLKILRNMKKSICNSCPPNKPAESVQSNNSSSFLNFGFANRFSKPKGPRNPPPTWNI
# Calb biofilm kill: clotrimazole potentiators killing Candida biofilms, primary screen, with clotrimazole, Alamar Blue. C. albicans biofilm + clotrimazole. inhibition, % at 6 µM. hit rate 0.14% among 85,000. AID 834, 2007;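 active means inhibition above 20%; inactive means inhibition below 20%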;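 further: preformed 24 hr biofilms exposed to compound for 48 hr; 0% = biofilm without compound and 100% = blank killed by clotrimazole plus chlorhexidine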
# PLK1 PBD inh: Plk1 polo box domain binding inhibitors, primary screen, biochemical, fluorescence polarization; hit rate 0.13% among 97,000; Plk1 PBD phosphopeptide binding; inhibition, %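 (tested at about 20 µM)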; Serine/threonine-protein kinase PLK1 (Homo sapiens), P53350; in the data active means inhibition above about 34%, passing the limit was not always enough
# PLK1 kinase inh: human PLK1 kinase inhibitors, primary screen, biochemical, TR-FRET | recombinant PLK1 kinase, TR-FRET peptide phosphorylation | AID 619, 2007 | inhibition, % at 10 µM | hit rate 0.53% among 97,000;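 active means inhibition of 50% or more in the single-concentration screen; inactive means inhibition below 50%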;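 further: 0% = DMSO max control and 100% = H-89 dihydrochloride min control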
# PTPN22 act: LYP phosphatase activators, primary screen, biochemical, DiFMUP fluorescence, 2 µM | AID 697, 2007 | activation, % at 2 µM | hit rate 0.11% among 96,000 | recombinant LYP; 0 = plate median, 100 = signal doubled;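 active means activation at 2 µM above a set limit, the mean plus 5 SD, cut at about 37% in these data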
# HIV Rev-RRE inh: HIV-1 Rev-RRE binding inhibitors, primary screen, biochemical, FRET, protein-RNA interaction; inhibition, % at 8 µM; P05866; Rev peptide-RRE RNA binding; hit rate 0.79% among 97,000; AID 704, 2007;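 active means inhibition above the screen-wide mean plus 3 SD, cut at about 35% in these data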;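 further: 0% = median DMSO wells and 100% = median Neomycin B control wells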
# Target sequence (P05866 whole entry, looked up): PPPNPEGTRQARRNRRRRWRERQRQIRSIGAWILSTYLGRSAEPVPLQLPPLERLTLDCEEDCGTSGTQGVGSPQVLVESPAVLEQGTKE
#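 Test system: labelled RRE RNA duplex and labelled Rev peptide. Times: 5 min compound–RNA preincubation, then 15 min with peptide, 25 °C. Doses: single-dose 8 µM. Measured by: FRET, excitation 480 nm, emission 540 nm donor and 671 nm acceptor. Measure: % inhibition of FRET ratio versus controls.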
# EphB4 ephrin blk: EphB4-ephrin-B2 interaction antagonists, primary screen, biochemical, TNYL-RAW peptide probe, fluorescence polarization; Ephrin type-B receptor 4 (Homo sapiens), P54760; EphB4 LBD / TNYL-RAW-Alexa532 peptide; inhibition, % at 7 µM; hit rate 0.15% among 97,000;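 active means inhibition above the screen-wide mean inhibition plus 3 SD, cut at about 15% in these data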;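 further: 0% = DMSO wells and 100% = excess unlabeled TNYL-RAW peptide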
# CYP2C9 inhib: blockers of cytochrome P450 2C9 activity – biochemical, luminescence, ADME assay, primary screen; hit rate 20% among 96,000; CYP2C9 Supersomes, luciferin-H conversion; inhibition, % at 5 µM; AID 777, 2007; P11712;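 active means blocking of liver enzyme CYP2C9 beyond about 50% at 5 µM, limit read from the data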; further: values of inactives mirror those of a sister screen read the other way
# * = called active by the depositor; x = not tested or not shown.
# Each structure is followed by: CYP2C9 activ	LYP inh 2	Calb biofilm kill	PLK1 PBD inh	PLK1 kinase inh	PTPN22 act	HIV Rev-RRE inh	EphB4 ephrin blk	CYP2C9 inhib
CCOc1ccc(C2c3cc(OC)c(OC)cc3CC(=O)N2c2ccc(OC)cc2)cc1 (stereo not drawn)
    0.6	-6.2	x	-5.6	3.0	10.1	-1.6	-9.1	35.4
COc1ccc(Nc2nccc(OC)c2C#N)cc1
    1	16.4	x	-3.0	-8.7	-11.0	3.2	5.2	2.7
Cc1ccc(F)cc1NC(=O)Cc1ncc(C(F)(F)F)cc1Cl
    0.9	x	x	6.5	-12.4	x	2.5	-3.8	7.3
O=C(O)c1ccc(S(=O)(=O)Cc2ccccc2)cc1
    1	-16.9	5.5	9.4	-0.7	8.5	2.5	0.2	1.2
O=C(Nc1ccc2c(c1)ncn2C1CCCCC1)c1ccco1
    0.8	-9.2	1.7	16.5	-15.2	6.7	-1.2	-6.9	18.1
Brc1ccc(NCc2nnc3n2CCCCC3)cc1
    1	1.3	-2.3	-19.4	-14.6	-3.3	0.9	2.5	0.6
CC(C)C(NC(=O)c1cccs1)c1nnc(SCC(=O)Nc2nccs2)n1C (stereo not drawn)
    0.6	-3.3	6.7	16.3	15.5	6.0	7.3	5.8	41.3
Cc1cc(C)cc(Oc2ccccc2C=O)c1
    0.9	-9.6	x	-8.2	-4.3	13.1	5.2	2.9	9.7
CC(C)COP(=O)(c1ccc(N(C)C)cc1)C(O)c1ccccn1 (stereo not drawn)
    0.8	-3.8	7.1	-8.6	-7.9	2.9	5.2	7.1	17.4
COC(=O)c1ccc(Oc2c(C)oc3cc(OCc4cnn(-c5ccccc5)c4)ccc3c2=O)cc1
    0.5	-1.1	x	-33.6	-0.7	-1.0	4.8	-10.2	48.4
Cc1cc(C)n2nc(S(=O)(=O)N(C)Cc3ccccc3)nc2n1
    1.8	-10.8	7.7	-1.4	-13.2	2.9	7.0	9.2	-77.7
Cc1nn(-c2ccccc2)c(C)c1C(=O)Nc1nnc(-c2ccco2)o1
    1.2	-15.0	6.5	-4.4	-4.9	12.6	0.1	-6.6	-22.6
O=C(N/C(=C/c1ccco1)C(=O)N1CCCC1)c1cccs1
    1.1	-0.3	x	-9.1	-12.7	4.3	10.8	8.0	-5.7
COc1ccccc1OCC(=O)Nc1ccccc1C(=O)NCc1ccco1
    x	7.1	8.0	-5.8	-1.7	-6.7	-2.2	2.0	x
CC(=O)Nc1ccc(NC2=CC(=O)CC(C)(C)C2)cc1
    0.8	5.6	1.4	-0.9	-6.1	-9.1	1.6	4.1	23.1
CCC(=O)c1c[nH]c(C(=O)NCCCn2ccnc2)c1
    0.2	-1.4	x	16.7	1.1	7.0	4.9	-8.9	82.9*
CCn1c2ccccc2c2cc(NC(=O)CSc3nnc(-c4ccccc4OC)n3N)ccc21
    0.4	-1.1	-6.7	8.1	-7.3	-1.0	6.5	7.1	57.6*
CCCOc1ccc(C(=O)Nc2cc(-c3nn4c(C)nnc4s3)ccc2C)cc1
    0.9	-4.9	8.3	-3.6	-4.3	2.0	0.8	-8.3	11.0
CCCCCCCn1ccc(=N)cc1
    0.6	8.8	2.7	-24.6	-7.1	-6.6	4.7	1.9	38.0
CCSc1ncc(C#N)c(=O)[nH]1
    1.1	3.3	6.9	-14.5	3.0	0.5	6.8	-1.3	-12.1
c1ccc(-c2nc(NCc3ccco3)c3ccccc3n2)cc1
    x	-8.7	7.3	-24.4	-4.8	8.0	17.7	4.2	x
COc1ccc(-c2nc(SC)n(S(=O)(=O)c3ccccc3)n2)cc1
    0.4	-9.3	4.0	3.0	-7.7	5.3	11.2	6.3	62.0*
CCC(=O)NC(=S)Nc1cccc(C(C)=O)c1
    0.9	-12.2	x	-12.3	2.4	16.0	5.3	-1.6	14.9
CCCNC(=O)NC(=O)COc1ccc2oc3ccccc3c2c1
    1.3	8.5	x	-26.4	-14.4	-9.7	7.3	2.7	-26.9
COc1ccc(-c2nc3ccccc3n2CCC(C)C)cc1OC
    0.4	-1.7	-2.3	-2.7	-1.2	0.7	7.8	2.9	59.6*
COc1ccc(OC)c(S(=O)(=O)N2CCC(C(=O)N3CCN(Cc4ccccc4)CC3)CC2)c1
    0.5	-10.9	2.3	-40.2	-13.2	6.1	2.1	-7.4	54.9*
CCC(=O)N(CCC(c1ccccc1)c1ccco1)Cc1cccs1 (stereo not drawn)
    0.3	-1.6	2.9	-13.5	-15.3	4.6	-3.2	-2.3	69.0*
Cc1ccc(N2CC(C(=O)OCC(=O)C(C)(C)C)CC2=O)cc1 (stereo not drawn)
    1	4.0	-3.5	-8.7	0.8	-3.7	-1.4	-2.9	0.6
O=C(N/N=C/c1ccc(O)c(O)c1O)/C(=C/c1ccc([N+](=O)[O-])cc1)NC(=O)c1ccccc1
    0.9	23.5	4.5	12.1	31.6	-21.2	1.9	7.9	13.4
O=C(O)c1ccc(N2C(=O)CC(Cc3ccccc3)C2=O)cc1 (stereo not drawn)
    0.6	-7.0	7.4	5.2	-9.3	7.5	0.2	6.0	38.0

# 3 compounds picked at random from those above:
# Each structure is followed by: CYP2C9 activ	LYP inh 2	Calb biofilm kill	PLK1 PBD inh	PLK1 kinase inh	PTPN22 act	HIV Rev-RRE inh	EphB4 ephrin blk	CYP2C9 inhib
COc1ccc(-c2nc(SC)n(S(=O)(=O)c3ccccc3)n2)cc1
    0.4	-9.3	4.0	3.0	-7.7	5.3	11.2	6.3	62.0*
COc1ccc(-c2nc3ccccc3n2CCC(C)C)cc1OC
    0.4	-1.7	-2.3	-2.7	-1.2	0.7	7.8	2.9	59.6*
COc1ccc(OC)c(S(=O)(=O)N2CCC(C(=O)N3CCN(Cc4ccccc4)CC3)CC2)c1
    0.5	-10.9	2.3	-40.2	-13.2	6.1	2.1	-7.4	54.9*

# Additional compounds:
# Each structure is followed by: CYP2C9 activ	LYP inh 2	Calb biofilm kill	PLK1 PBD inh	PLK1 kinase inh	PTPN22 act	HIV Rev-RRE inh	EphB4 ephrin blk	CYP2C9 inhib
CN1CCN(CC(=O)Nc2c(C(=O)C3CC3)oc3ccccc23)CC1
    1	-11.5	-1.1	-6.3	1.8	8.8	2.9	1.6	1.3
O=C(O)c1cccc(N2CCCC2=O)c1
    x	-11.9	5.3	-9.1	-11.2	9.0	1.3	-11.1	x
CCSc1nnc(NC(=O)CSc2nc3c(cc2C#N)CCCC3)s1
    0.5	-0.8	x	0.5	-18.4	-1.3	-1.1	1.5	51.2*
Cc1ccc(NC(=O)CCC(=O)NNC(=O)c2cccc([N+](=O)[O-])c2)cc1C
    1	10.1	x	0.6	-3.5	-6.4	-2.2	2.8	4.5
COc1cc(/C=N/N=C2/NC(=O)C(c3ccccc3)S2)ccc1O (stereo not drawn)
    0.7	8.1	x	-19.8	-5.2	-3.8	-1.8	-6.9	34.7
O=C(NCCOc1ccccc1)c1ccccc1
    1	3.3	3.4	-20.9	-11.6	0.0	7.5	7.7	-2.4
O=C(c1ccco1)N1CCN(CC(=O)N2c3ccccc3CCc3ccccc32)CC1
    0.4	-4.9	0.3	-26.1	-8.5	5.5	4.6	1.1	61.1*
S=c1[nH]c2ncccc2o1
    1	3.7	3.8	8.1	-7.7	-6.6	3.5	-6.7	-0.9
Cc1nc2ccccc2c(-c2ccccc2)c1C(=O)c1ccccc1
    0.8	-8.8	x	-0.6	-4.5	8.3	14.1	5.2	19.7
CC(=O)c1cnc2c(-c3ccccc3)cnn2c1C
    1	-11.4	2.8	1.7	-1.9	11.3	-4.4	-5.1	4.5
CSc1ccccc1NC(=O)c1ccccc1N(Cc1ccccc1)S(C)(=O)=O
    0.4	5.0	1.6	-7.6	-1.4	-1.8	10.8	8.8	58.8*
COc1cccc(C(=O)Oc2cc3c4c(c2)C(C)=CC(C)(C)N4C(=O)C3=O)c1
    1.3	3.3	x	-27.4	-8.2	0.7	12.3	-3.9	-26.7
CCCCSc1nnc(C)c(=O)[nH]1
    1	6.2	x	-14.1	-15.6	-9.1	2.7	0.6	2.6
O=C(CCCn1c(=O)[nH]c2cc(Cl)ccc2c1=O)NC1CCCCCCC1
    1	8.0	0.2	-3.2	-20.9	-5.3	14.1	2.1	1.0
CCc1ccc(NC(=O)N(CCN(C)C)C(C)c2cccnc2)cc1 (stereo not drawn)
    0.8	-8.0	9.0	8.0	-4.0	4.5	1.5	-10.0	15.3
COC(=O)c1sc2nc(CSc3nc4ccc(C)cc4[nH]3)[nH]c(=O)c2c1C
    0.6	-7.5	-1.5	-9.0	71.4*	9.8	17.6	0.6	43.7
Cc1sc2nc(CN3CCOCC3)nc(NCCc3ccccc3)c2c1C
    0.1	-0.5	-2.1	9.7	-1.0	1.1	8.1	-3.8	90.1*
CCCn1nc([N+](=O)[O-])c(C(C#N)c2nc3ccccc3s2)c(Cl)c1=O (stereo not drawn)
    0	-1.4	x	-35.8	-0.6	1.2	-3.2	-4.9	98.6*
O=C(CSc1nnc(-c2ccco2)n1-c1ccccc1)NCc1ccc2c(c1)OCO2
    0.6	-7.2	3.6	17.1	-1.4	6.8	-0.9	-6.2	40.3
CCCCc1[nH]c(=O)c(C#N)c2c1CCCC2
    0.8	-0.7	5.9	24.9	-9.8	4.3	-0.3	-6.5	23.5
CC(C)CCNC(=O)c1cccc(Cl)c1
    0.7	-2.0	3.9	-6.0	12.0	0.7	-0.9	6.2	27.9
O=C(O)C(CC(=O)N1CCOCC1)NCc1ccccc1 (stereo not drawn)
    x	-5.1	5.7	-8.7	-12.3	4.2	11.2	1.6	x
Fc1ccccc1N1CCN(Cc2nc(-c3ccc(Cl)cc3Cl)no2)CC1
    0.4	0.3	-2.9	0.5	-6.8	-1.6	13.4	2.4	61.2*
CCC1CCCCN1C(=O)c1c[nH]c2ccc(S(=O)(=O)N(C)c3ccc(Cl)cc3)cc2c1=O (stereo not drawn)
    0.2	4.4	1.4	21.9	3.0	-1.2	6.2	3.2	83.2*
O=C(O)CCn1c(-c2ccccc2)cc2c1CCCC2=O
    1	2.6	3.6	4.1	-3.3	-3.1	11.8	5.6	3.7
COC(=O)CCS(=O)(=O)c1cc(Cl)ccc1Cl
    1.5	-0.6	7.0	-6.2	-9.2	-1.9	12.2	9.5	-53.2
COc1cccc(-c2cc(C(=O)Nc3cc(C)on3)no2)c1
    1	-2.0	6.3	7.8	-7.5	1.4	1.9	6.2	-2.2
O=c1[nH]c2c(c(=O)n1Cc1ccccc1)CCC2
    1.3	7.2	4.0	22.9	3.0	-5.8	3.9	1.5	-27.1
O=S(=O)(c1ccc2nc(-c3ccco3)c(-c3ccco3)nc2c1)N1CCOCC1
    0.1	7.3	x	10.1	-5.2	-7.6	14.6	-3.2	90.7*
CS(=O)(=O)N1CCN(c2ccccc2NC(=O)C(c2ccccc2)c2ccccc2)CC1
    0.5	2.8	0.3	-18.4	1.1	-3.7	8.9	4.8	46.9
O=C(c1ccco1)N1CCN(C(=O)C2CCN(S(=O)(=O)c3cccc4nsnc34)CC2)CC1
    x	8.4	2.4	24.0	-10.5	-10.9	-1.8	-9.2	x
